IEC-6 tox: counter-screen for KLF5 inhibitors: cytotoxicity in IEC-6 cells. IEC-6 cytotoxicity, luminescence viability. inhibition, % at 5 µM. actives 0.78% (n = 290,000); in the data active = inhibition above about 22%;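 also: 0% = plate median of test compound wells and 100% = cytotoxic reference compound wells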
HSF1 inh: HSF1 inhibition. actives 0.77% (n = 300,000). AID 2098. activity change, negative = inhibition, % at 7.5 µM (by protocol). NIH3T3-HGL HSE-luciferase, MG132-induced, luminescence 8 h; active compounds read low;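 active = more than half of replicate wells show activity change below -50%, luminescence cut by over half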;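 also: luciferase reports HSF-1 transcriptional activity via heat shock element; 0% = median of DMSO wells and -100% = zero luminescence signal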
AI-2 QS modul: modulates the Vibrio harveyi AI-2 quorum sensing system. Vibrio harveyi JMH597 AI-2 luminescence/OD600 ratio, 9 h; active compounds read low; strain lacks LuxN and CqsS sensors; 0 = neutral-control median. activity change, % at 7.5 µM. actives 0.4% (n = 300,000). AID 2094; in the data active = activity change below about -75%, passing the limit was not always enough;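 also: luminescence divided by OD600 gain over 9 h not by final OD600 alone; inactives centre near 13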
KLF5 inh: inhibitors of KLF5 expression; inhibition, % at 5 µM; actives 0.23% (n = 290,000); DLD-1 KLF5 promoter-luciferase reporter, luminescence;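 active = inhibition above a per-plate limit of that plate's mean compound inhibition plus 3 SD, cut at about 60% in these data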;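 also: 0% = DMSO wells and 100% = LY294002 at 200 µM; higher means less KLF5 promoter-driven luciferase light; inactives centre near -14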
HIF act: HIF pathway transcriptional activation. AID 1910. actives 0.32% (n = 300,000). activation, % at 7.5 µM (by protocol). U2OS HRE-luciferase reporter, luminescence; normalized: DMSO 0%, desferrioxamine 100%;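 active = mean activation of at least 10% of the iron chelator positive control signal, with at least half of replicates also reaching 10%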
HSF1 activator: increases HSF-1 driven luciferase reporter signal; NIH3T3-HGL HSF-1 luciferase reporter, MG132, 8 h; 100% = twice DMSO control signal; activation, % at 9 µM; actives 1.7% (n = 300,000); AID 504408;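 active = mean replicate activation of at least 50% with a set share of replicates each reaching 50%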;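 also: 0% = median of the neutral control wells and 100% = twice that signal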
aSyn 5UTR inh: MLPCN primary screen, SNCA 5' untranslated region. alpha-synuclein 5'UTR reporter, inhibitor activity. inhibition, % (tested at 7.5 µM). AID 1813. actives 0.82% (n = 300,000); in the data active = inhibition above about 60%;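 also: H4 neuroglioblastoma cells stably carrying SNCA 5'UTR luciferase fusion; 0% = DMSO wells and 100% = positive control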
HDAC3 inh: human HDAC3 inhibition. actives 0.15% (n = 320,000). O15379. recombinant HDAC3, fluorogenic peptide/trypsin coupled, fluorescence. AID 2718. inhibition, % at 8.3 µM; in the data active = inhibition above about 26%, passing the limit was not always enough
Target sequence (O15379 whole entry, looked up): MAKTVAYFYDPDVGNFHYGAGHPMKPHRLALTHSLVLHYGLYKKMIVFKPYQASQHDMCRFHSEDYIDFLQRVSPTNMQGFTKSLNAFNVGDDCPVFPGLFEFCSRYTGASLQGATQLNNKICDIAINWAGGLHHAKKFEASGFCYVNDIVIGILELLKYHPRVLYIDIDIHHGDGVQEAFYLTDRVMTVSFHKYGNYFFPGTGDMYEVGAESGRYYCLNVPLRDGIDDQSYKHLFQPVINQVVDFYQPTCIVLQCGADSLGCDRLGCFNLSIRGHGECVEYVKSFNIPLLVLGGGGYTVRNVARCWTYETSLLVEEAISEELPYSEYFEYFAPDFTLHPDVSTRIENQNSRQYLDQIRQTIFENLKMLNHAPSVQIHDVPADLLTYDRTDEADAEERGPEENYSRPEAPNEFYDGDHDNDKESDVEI
HSP90 inh: blocks HSP90-mediated luciferase refolding in reticulocyte lysate. Rabbit reticulocyte lysate, luciferase refolding luminescence, 3 h. inhibition, % at 5.6 µM. actives 0.91% (n = 290,000);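 active = inhibition above the screen-wide mean plus 3 SD, computed separately per campaign, cut at about 16% in these data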;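 also: 0% = DMSO wells and 100% = 60 µM geldanamycin wells; inhibitors lower the luminescence because luciferase stays unfolded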
Platelet DG rel: modulates dense granule release in human platelets. inhibition, %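 (compounds screened at 7.5 µM in platelet-rich plasma)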. human platelet-rich plasma, SFLLRN dense granule ATP release, luminescence. AID 1663. actives 0.22% (n = 300,000);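 active = mean replicate score, as percent of positive control, at or above 50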
Starred values were filed as active, the others as inactive; . = not tested or not shown; & = joins results of further samples.

Below each compound – IEC-6 tox	HSF1 inh	AI-2 QS modul	KLF5 inh	HIF act	HSF1 activator	aSyn 5UTR inh	HDAC3 inh	HSP90 inh	Platelet DG rel
- Cc1cc(C)cc(NC(=O)c2ccc(N3C(=O)C4CCCCC4C3=O)cc2)c1 (centres undefined)
 : 0	8	2	-20	0.2	26	10	3	3	-11
- CCOC(=O)c1cc2c(=O)n3ccccc3nc2n(Cc2ccco2)c1=NC(=O)c1cccc(OC)c1
 : -6	5	42	-14	1.8	5	8	-59	1	6
- C=CCNC(=O)CCCOc1ccc(C)cc1
 : -5	-5	10	-51	0.0	-3	9	-9	1	-28
- O=C(CCl)Nc1cccn2ncnc12
 : 8	-4	19	-3	-1.9	-6	-31	-3	2	-4
- Cn1c(=O)c2c(SCc3ccccn3)nc(CC(C)(C)C)nc2n(C)c1=O
 : -5	-2	6	-36	0.0	1	15	-1	-2	19
- Oc1ccc(C(=S)N2CCCC2)cc1
 : -6	1	30	-50	-2.5	-1	-1	-2	0	2
- COc1ccc(S(=O)(=O)N2CCC(C(=O)N[C@@H](C)C(=O)N3CCCCCC3)CC2)cc1
 : 4	-3	18	-19	-0.6	-3	-6	-2	-1	4
- COc1ccc(CN2CCC(Cc3ccccc3)CC2)c(C)c1C
 : 0	-6	25	-28	-0.2	17	4	0	2	0
- Cc1cccc(OCC(=O)O/N=C(\N)c2ccc(Br)cc2)c1
 : 5	4	25	20	0.2	13	-20	-3	2	3
- N=c1c(S(=O)(=O)c2ccc(Cl)cc2)cc2c(=O)n3ccccc3nc2n1CCN1CCOCC1
 : 8	-3	27	-13	-0.3	-5	8	-147	5	7
- O=C(c1ccc(-n2cncn2)c([N+](=O)[O-])c1)N1CCN(S(=O)(=O)c2ccc(Cl)cc2)CC1
 : -1	-24	11	-17	0.1	-38	21	-7	2	-10
- CCN(CC)CC(O)COC(c1ccccc1)c1ccccc1 (centres undefined)
 : 2	-1	2	-9	-0.2	-7	7	0	1	4
- COC(=O)c1ccc(OC(=O)c2ccccn2)cc1
 : 2	1	28	-34	-0.7	19	1	46*	-5	3
- COC(=O)C1=C(N)N(c2ccccc2C(F)(F)F)C2=C(C(=O)CCC2)C1c1ccc2c(c1)OCO2 (centres undefined)
 : 0	-1	6	-6	0.2	30	-35	-2	-1	-10
- CCC(CC)C(=O)NCCc1ccc(OC)cc1
 : 5	-6	36	-8	0.2	-20	8	-4	6	-9
- Cc1cccc(NC(=O)c2cccnc2Oc2ccccc2)c1C(=O)O
 : -5	3	72	-28	-8.2	15	4	-4	-6	-6
- CCOc1ccc(-c2nc(CSc3nncs3)cs2)cc1OC
 : -4	-3	16	-41	1.0	-8	-14	1	-1	-5
- C/C(=N\NC(=O)c1c(Cl)cnn1C)c1cccc(NC(=O)COc2ccccc2)c1
 : 3	5	33	-28	2.7	37	-88	-3	5	1
- O=C(O)CC(c1ccccc1)N1C(=O)c2ccccc2C1=O (centres undefined)
 : .	-6	14	.	-0.2	-24	-25	-3	.	-1
- CC1C(=O)N2CCCc3cc(NC(=O)C(=O)NCCCc4ccccc4)cc1c32 (centres undefined)
 : .	-1	6	.	-0.5	8	33	0	.	-8

Reformatted: 3 of the compounds above.
Molecule	IEC-6 tox	HSF1 inh	AI-2 QS modul	KLF5 inh	HIF act	HSF1 activator	aSyn 5UTR inh	HDAC3 inh	HSP90 inh	Platelet DG rel
O=C(CCl)Nc1cccn2ncnc12	8	-4	19	-3	-1.9	-6	-31	-3	2	-4
Cn1c(=O)c2c(SCc3ccccn3)nc(CC(C)(C)C)nc2n(C)c1=O	-5	-2	6	-36	0.0	1	15	-1	-2	19
Oc1ccc(C(=S)N2CCCC2)cc1	-6	1	30	-50	-2.5	-1	-1	-2	0	2

Other entries
Below each compound – IEC-6 tox	HSF1 inh	AI-2 QS modul	KLF5 inh	HIF act	HSF1 activator	aSyn 5UTR inh	HDAC3 inh	HSP90 inh	Platelet DG rel
- COc1ccc(NCc2nnc(SCC(=O)Nc3nc(-c4ccccc4)cs3)n2-c2ccccc2)cc1
 : -3	3	15	-19	-44	17	2	-2	8	-11
- CC/C(O)=C(\C#N)c1nnc2n1CCCCC2
 : -10	-4	35	-11	0.0	-4	.	-1	-1	8
- Cc1ccc2nc(C)c(C(=O)N/N=C/c3cccc([N+](=O)[O-])c3)cc2c1
 : 3	7	7	-19	0.2	26	20	1	2	-1
- N#C/C(=C\c1cn(CCOc2ccccc2)c2ccccc12)C(=O)NCc1ccco1
 : 6	17	6	-5	-1.9	30	36	-5	3	2
- CCOC(=O)CN1C(=O)C(Sc2n[nH]c(-c3ccccc3)n2)CCc2ccccc21 (centres undefined)
 : 2	-1	11	-17	-0.2	6	-6	0	0	-8
- CCOc1cc(NC2CS(=O)(=O)CC2O)c(OCC)cc1NC(=O)c1ccccc1 (centres undefined)
 : 1	0	-18	-28	1.2	1	-5	0	1	3
- C=CCN(c1cccc(C(F)(F)F)c1)S(=O)(=O)c1cccc(C(=O)OCC(=O)NCCC)c1
 : 8	-6	13	-18	-0.2	6	-1	1	4	0
- CC(C)(C)C(=O)OCc1nc(-c2ccc(Cl)cc2)cs1
 : -5	-17	20	-29	1.5	-21	-133	8	0	-1
- CN(C(=O)c1cccs1)C1(C)CCS(=O)(=O)C1 (centres undefined)
 : 0	-7	19	-37	0.4	-3	13	-9	-3	-2
- CC1=C(C#N)C(NC(=O)C(C)(C)C)(C(F)(F)F)C(=O)N1 (centres undefined)
 : 0	-8	14	-22	-0.4	0	-2	0	1	2
- COC(=O)C(O)(CC(=O)Nc1ccc(Cl)cc1Cl)C(F)(F)F (centres undefined)
 : 0	2	16	10	-0.2	1	13	-2	-4	-7
- Cn1cc(S(=O)(=O)CC(=O)N2CCCc3ccccc32)c2ccccc21
 : -3	5	9	-29	-0.2	-8	16	.	-2	-1
- Cc1ccc(N(Cc2cc3ccccc3[nH]c2=O)S(=O)(=O)c2ccccc2)cc1
 : -4	11	32	-5	-0.1	10	25	5	0	12
- Cc1ccc2nc3c(c(Nc4ccccc4)c2c1)CCC3
 : 4	-6	33	-6	-0.6	-9	24	6	-2	0
- Cc1ccc(OCCNCc2ccccc2)c(C)c1
 : -1	8	.	-36	0.0	12	-7	-6	2	10
- NC(=O)CSc1ccc(-c2ccc(F)cc2)nn1
 : -5	-8	9	-11	0.9	6	10	-2	-1	0
- Cn1c(=O)n(CC(=O)Nc2ccc(F)cc2)c2ccccc21
 : 0	3	-44	-7	-0.1	22	26	-2	6	-1
- CC1CCCCN1C(=S)NCc1ccccc1 (centres undefined)
 : 4	-2	1	-6	-0.5	-10	15	-5	4	11
- CCC1(C)NC(=O)N(CC(=O)Nc2sc3c(c2C(N)=O)CCC3)C1=O (centres undefined)
 : 0	-4	-9	-30	0.1	14	9	8	5	0
- c1csc(-c2nc(N3CCOCC3)c3ccccc3n2)c1
 : 1	-8	5	-16	-1.6	-9	41	-8	-2	10

(next part)
Below each compound – IEC-6 tox	HSF1 inh	AI-2 QS modul	KLF5 inh	HIF act	HSF1 activator	aSyn 5UTR inh	HDAC3 inh	HSP90 inh	Platelet DG rel
- CCCCn1c(-c2ccc(OC(F)F)cc2)nc2c1c(=O)[nH]c(=O)n2CC(C)C
 : -1	6	-20	-10	-0.1	8	35	-2	5	-1
- S=c1nc[nH]c2nc[nH]c12
 : 83*	-6	-154*	47	3.1	-16	67*	3&14	-7	0
- CCOc1ccc(CCNC(=O)COC(=O)/C=C/c2ccc(OC)c(OC)c2)cc1OCC
 : -9	-7	-10	5	0.1	-4	18	4	-3	4
- O=C(CSc1nnc(COc2ccccc2)o1)Nc1ccc(F)cc1
 : 0	-1	11	4	-1.3	25	-26	-2	0	7
- Cc1ccccc1SCC(=O)Nc1cc(S(=O)(=O)N2CCOCC2)ccc1N1CCOCC1
 : -3	8	28	-8	-5.2	27	2	.	-1	-6
- CCCCn1c(CNC(=O)Cc2ccccc2)nc2ccccc21
 : 6	1	16	-18	-0.4	-22	-5	-1	-1	-3
- COc1ccccc1-n1c(SCC(=O)N2CCCC2)nc2cccnc21
 : -3	-6	15	-21	1.1	11	14	11	-1	2
- CCSCCOC(=O)C1=C(C)NC(=O)NC1c1ccc2c(c1)OCO2 (centres undefined)
 : -2	10	-18	-13	-0.7	31	-9	1	4	-17
- C(=N\Nc1nc(-c2ccccc2)cs1)/c1ccncc1
 : 15	-7	26	-34	1.3	-1	-230	21	3	1
- Cc1ccc(CNS(=O)(=O)c2ccc3c(c2)n(C)c(=O)c(=O)n3C)cc1
 : 5	-6	12	-12	-0.4	-5	14	7	-2	12
- CCOc1ccccc1N1CCN(C(=S)NCc2ccc(Cl)cc2)CC1
 : -1	11	28	-19	-0.6	24	-1	11	-1	16
- C/C(=C\C(=O)N1CCc2ccccc21)C(=O)O
 : 1	0	24	-11	-0.8	7	15	-5	3	1
- CCNC(=O)CON=C1c2ccccc2-c2ccccc21
 : -5	6	18	0	0.0	-14	-39	0	-6	-4
- Fc1ccccc1CSc1nc2ncc(Br)cc2[nH]1
 : 6	20	6	-53	1.7	19	-127	-3	-3	6
- Cc1cc(C)n(C(=O)/C=C/c2cccs2)n1
 : -1	10	38	-35	0.8	3	-20	2	0	1
- Cc1ccc(CNc2nc3ccccc3n2C)cc1
 : 0	11	.	-44	-0.4	46	-19	-2	15	14
- Cc1ccc(C)c(-c2nnc(NC(=O)Cc3ccccc3)o2)c1
 : -5	-5	30	-16	0.1	18	-7	2	1	-21
- CC(C)(C)n1nnnc1C(c1ccc(C(F)(F)F)cc1)N(Cc1ccc(F)cc1)Cc1ccco1 (centres undefined)
 : 0	-9	10	-24	-0.5	-8	15	-2	1	-4
- COc1ccc(/C=N/c2oc(-c3ccccc3)cc2C#N)cc1OC
 : -2	10	26	2	0.3	6	-21	-15	-3	1
- C/C(=N\NC(=S)NCc1ccccc1)c1ccccc1
 : 10	12	-9	-40	0.4	11	-33	3	2	8
- CCOc1ccc(NC(=O)CN(C)CC(=O)NC2CCCc3ccccc32)cc1OCC (centres undefined)
 : 6	4	19	-1	0.1	2	6	1	4	4
